BB579 growth dn: reduces growth of yeast BB579 in restrictive medium; AID 804; 140,000 compounds, 0.51% hits; S. cerevisiae BB579 growth, OD615, 48 h; inhibition, % at 10 µM;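 active means inhibition above a set limit, 3 SD over the mean compound inhibition, cut at about 44% in these data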; further: inactives centre near -24
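System: Saccharomyces cerevisiae DeaD strain BB579, replicative lifespan model yeast. Buffer or medium: restrictive glucose-based CSMM-D medium. Doses: one dose, 10 µM compound with 0.25% DMSO. Timing: 4 h preincubation and 48 h exposure at 30 °C. Detection: turbidity as optical density at 615 nm. Benchmarks: amphotericin B 10 µg/mL, positive.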
GALR2 blocker: GALR2 (human) receptor antagonism. O43603. GALR2-expressing cells, antagonist mode. inhibition, % at 4 µM. 140,000 compounds, 0.39% hits; in the data active means inhibition above about 27%;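 further: cells stimulated with galanin 1-16 at roughly its EC80; 0% = agonist challenge control and 100% = basal control without agonist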
Target sequence (O43603 whole entry, looked up): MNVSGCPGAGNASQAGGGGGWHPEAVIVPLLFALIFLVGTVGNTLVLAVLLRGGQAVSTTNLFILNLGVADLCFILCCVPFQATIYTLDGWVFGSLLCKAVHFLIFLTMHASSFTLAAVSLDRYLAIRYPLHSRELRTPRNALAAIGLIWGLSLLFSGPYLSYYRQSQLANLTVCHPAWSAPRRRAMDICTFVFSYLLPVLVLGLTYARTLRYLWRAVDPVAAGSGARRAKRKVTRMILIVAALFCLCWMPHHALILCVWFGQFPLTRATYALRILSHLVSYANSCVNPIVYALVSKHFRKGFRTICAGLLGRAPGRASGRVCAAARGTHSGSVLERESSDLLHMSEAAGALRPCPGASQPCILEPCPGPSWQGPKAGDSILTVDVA
Phagocytosis inh: inhibitors of macrophage phagocytosis; 110,000 compounds, 0.07% hits; J774A.1 macrophage IgG-bead phagocytosis, imaging; inhibition, % at 5 µM;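 active means inhibition above the mean of the plate negative controls plus 5 SD, cut at about 13% in these data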;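 further: phagocytic index as fraction of beads internalized from green versus red external bead signal; plate controls were DMSO negative control for no effect and cytochalasin-D positive control for full effect; some results beyond the cut were filed as inactive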
Yeast life ext: yeast lifespan extension; S. cerevisiae growth with nicotinamide, OD615; deaD strain in restrictive glucose medium; inhibition of the nicotinamide effect, % at 10 µM; 130,000 compounds, 0.68% hits; AID 775;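 active means inhibition above a set limit, placed 3 SD over the median of all compounds, cut at about 26% in these data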;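 further: 0% = nicotinamide-treated wells and 100% = cells grown without nicotinamide; some compounds called inactive have numbers as strong as hits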
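assay system = DeaD-strain S. cerevisiae | measured by = absorbance at 615 nm | probe or stimulus = nicotinamide 1.5 mM | buffer or medium = CSMM-D glucose medium, restrictive | times = 48 h at 30 °C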
MRP-1 activ: activators of MRP-1; H69AR cells + doxorubicin, viability rescue, CellTiter-Glo; viability increase, % at 10 µM; 140,000 compounds, 0.61% hits; AID 799;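 active means viability gain under doxorubicin at or above a set limit, the compound median plus 3 SD, cut at about 4.7% in these data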;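 further: MRP-1 overexpressing cells given doxorubicin 25 µM after compound pretreatment; 18-22 h compound pretreatment then 72 h with doxorubicin before readout; 0% = doxorubicin-only wells and 100% = vehicle-treated cells without doxorubicin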
E-sel TNF inh: blocks E-selectin expression induced by TNF alpha | HUVEC TNFa-induced E-selectin immunofluorescence, high content | inhibition, % at 2 µM | 120,000 compounds, 0.71% hits | AID 1246;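 active means inhibition above the batch mean plus 3 SD, and confirmed as a hit on visual image review, cut at about 43% in these data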;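 further: 0% = TNF-stimulated DMSO wells and 100% = unstimulated control wells; not every result past the cut was called active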
HCT116 bCat-KO: beta-catenin-lacking colon tumor cell growth suppression; HCT116 beta-catenin knockout viability, CellTiter-Glo, 60 h; stronger effect = lower value; viability, % at 10 µM; AID 818; 140,000 compounds, 1.5% hits;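 active means viability at or under a set limit, the compound median less 4 SD, cut at about 6% in these data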;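 further: 0% = Hyamine 1622 control at 20 µM and 100% = untreated cell control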
Measles CPE: protection of cells from measles virus | Measles virus-infected cells, CPE protection, absorbance | protection (pct of control), % at 4 µM | 140,000 compounds, 1.5% hits; in the data active means protection mostly above about 24%, no sharp cut-off; inactive means mostly below about 26%; further: some compounds called inactive have numbers as strong as hits
HCT116 PTEN-null: PTEN-deleted cell growth suppression; viability, % at 10 µM; AID 827; HCT116 PTEN-null viability, CellTiter-Glo, 60 h; stronger effect = lower value; 140,000 compounds, 1.2% hits;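 active means viability at or below a set limit, 4 SD under the median of all tested compounds, cut at about 3.7% in these data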;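 further: PTEN knockout HCT116 line with beta catenin targeted HCT116 as companion control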
NPY Y2 blocker: NPY-Y2 (human) receptor antagonism; inhibition, % at 2.7 µM; 140,000 compounds, 0.99% hits; AID 793; NPY-Y2 expressing cells, antagonist mode; P49146; in the data active means inhibition above about 17%;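 further: 0% = vehicle with agonist challenge and 100% = reference antagonist with challenge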
Target sequence (P49146 whole entry, looked up): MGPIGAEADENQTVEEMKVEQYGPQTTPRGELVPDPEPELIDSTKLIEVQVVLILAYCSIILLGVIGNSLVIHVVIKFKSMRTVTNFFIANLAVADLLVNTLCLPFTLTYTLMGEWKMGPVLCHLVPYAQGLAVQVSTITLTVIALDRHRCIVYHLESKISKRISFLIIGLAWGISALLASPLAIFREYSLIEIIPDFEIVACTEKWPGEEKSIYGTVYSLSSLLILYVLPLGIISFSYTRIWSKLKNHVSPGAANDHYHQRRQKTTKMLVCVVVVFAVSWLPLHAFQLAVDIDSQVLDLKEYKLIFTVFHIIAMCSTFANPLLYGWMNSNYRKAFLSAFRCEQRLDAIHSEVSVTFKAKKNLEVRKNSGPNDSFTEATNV
* marks the source's active call; other numbers are inactive results; nt = no result given.

SMILES	BB579 growth dn	GALR2 blocker	Phagocytosis inh	Yeast life ext	MRP-1 activ	E-sel TNF inh	HCT116 bCat-KO	Measles CPE	HCT116 PTEN-null	NPY Y2 blocker
Cc1ccc(-c2cc(-c3nnc(SCC(=O)NCC(C)C)n3N)c3ccccc3n2)cc1	-38.9	6.0	-0.1	-1.3	-3.7	-0.9	72.7	12.9	72.9	-2.2
O=C(CCC(=O)OCC(=O)c1ccc(-c2ccccc2)cc1)Nc1cccc(Cl)c1	-25.1	3.1	-0.9	-13.6	-0.6	8.5	87.7	22.9	92.1	-0.8
CCCCC(=O)NC(=S)Nc1cccc(NC(=O)CC)c1	4.8	-4.8	nt	-3.4	-2.0	27.2	75.1	11.8	80.5	0.0
O=C(O)c1cc2c(cc1Br)OCCCO2	-11.6	0.7	-3.4	2.6	-2.1	nt	96.4	12.7	106.1	2.1
O=C(Nc1ccccc1C(=O)N1CCOCC1)C1COc2ccccc2O1 (stereo unspecified)	6.2	-15.6	-0.3	-8.6	-1.1	15.6	88.1	1.0	93.8	1.9
COC(=O)C(C(=O)OC)C(C(=O)OC)C(C(=O)OC)C(=O)OC	-5.3	7.4	nt	nt	1.8	-1.0	91.9	12.1	94.4	0.5
O=C(Nc1ccccc1Cl)c1ccc(S(=O)(=O)N2CCOCC2)cc1	-19.8	-1.5	nt	-8.3	-1.3	nt	82.2	29.8	86.2	-1.0
COc1cc(CNc2cccc(C(=O)O)c2)cc(Br)c1OCC(=O)NC(C)(C)C	-29.3	1.7	-0.7	2.8	-2.9	-1.3	92.2	14.2	94.0	3.5
Cc1cc(NC(=O)CCC(=O)N(Cc2ccco2)C(C(=O)NC2CCCCC2)c2ccccc2)no1 (stereo unspecified)	-18.1	-8.0	nt	nt	-0.1	2.2	80.8	6.0	89.2	6.5
O=C(/C=C\c1ccco1)Nc1cc([N+](=O)[O-])ccc1F	-25.9	24.1	3.8	-0.9	-2.6	nt	16.2	1.5	15.4	1.7
Cc1ccc(CN2CCNC2=O)cc1	-42.2	-8.5	-2.1	-3.3	0.7	-4.2	106.0	9.8	114.0	2.0
CCOC(=O)c1cccc(NC(=O)C2CCN(S(=O)(=O)c3cnc[nH]3)CC2)c1	-0.7	-1.9	0.2	-9.9	-3.0	nt	96.2	-1.7	102.1	0.4
CC1(C)NC(=O)N(CC(O)COc2ccccc2C(=O)N2CCCCC2)C1=O (stereo unspecified)	5.0	0.7	0.5	-12.5	-1.4	-4.9	104.0	44.3*	94.8	2.9
CCOC(=O)N1CCC(NC(=O)CC(NS(=O)(=O)c2ccc(C)cc2)c2ccco2)CC1 (stereo unspecified)	-50.4	1.0	nt	-8.2	-1.5	-28.6	99.1	13.2	102.0	1.7
COc1ccc(-c2[nH]ncc2C=O)cc1	-11.3	-1.7	-2.5	-2.0	-1.4	7.3	94.5	9.3	106.3	0.2
CC(=O)Oc1ccc(-c2csc(Nc3cccnc3)n2)cc1	-33.9	7.2	-4.0	-2.9	0.7	28.2	98.0	21.2	92.3	-4.5
CCOc1ccc(S(=O)(=O)N2CCN(c3ccccc3)CC2)c2cccnc12	-64.8	-17.9	nt	-22.6	-1.5	nt	86.3	1.2	84.9	4.6
O=C(CSCc1c(Cl)cccc1Cl)Nc1ccc2c(c1)OCO2	-36.9	-3.2	-0.3	5.8	0.8	-0.7	88.5	31.5	87.2	-0.7
CC(=O)Nc1cccc(N2CCCC2=O)c1	-28.3	-6.7	2.2	-2.9	-0.1	-1.6	92.2	12.0	106.1	4.2
CC(C)(C)c1cc(NC(=O)c2cccnc2)no1	-6.4	10.0	-1.4	-9.1	0.6	-24.3	102.6	19.8	98.4	-1.0
CCOc1ccc(NC(=O)COC(=O)Cn2cnnn2)cc1OCC	7.8	7.2	-0.6	-2.0	-2.9	-16.2	89.4	17.6	92.0	-1.0
COc1cc(/C=C2\SC(=N)N(c3ccc4c(c3)OCO4)C2=O)cc(OC)c1O	-22.8	-0.1	nt	0.8	-1.9	-2.4	77.9	22.8	89.6	-0.3
CCOC(=O)c1ccc(NC(=O)Nc2cc(C)on2)cc1	-8.8	-1.2	3.1	-28.3	-1.8	-12.5	86.1	29.6	81.6	3.6
CCn1cc(Br)c(C(=O)Nc2ccc(Cl)c(Cl)c2)n1	-37.4	6.4	nt	nt	-2.2	-21.2	83.4	15.9	87.6	1.7
O=c1c(Cc2ccc(Cl)cc2Cl)c(O)ccn1Cc1ccc(Cl)cc1	-33.4	-3.8	1.7	2.6	2.0	nt	98.9	6.2	98.1	2.2
COc1ccc(/C=C/C(=O)NC(=S)Nc2ccc(S(=O)(=O)Nc3ccc(OC)nn3)cc2)cc1	-24.7	-3.5	-1.5	-2.1	-0.7	19.4	95.9	21.1	101.1	1.0
CC(=O)N1CCC(=NNS(=O)(=O)c2cccc([N+](=O)[O-])c2)CC1	-50.4	-12.5	0.6	-0.1	0.2	-27.0	98.1	14.2	103.3	2.2
Cc1cc(C)n2c(SCc3c(C)noc3C)nnc2n1	24.2	-3.6	nt	nt	-1.1	9.3	89.4	7.4	103.6	3.1
O=C(NCc1cccs1)N[C@@H](Cc1ccccc1)C(=O)O	-41.5	11.1	-2.2	-7.7	0.2	nt	105.4	0.0	104.0	5.4
COc1ccc(Cc2nnc(NS(C)(=O)=O)s2)cc1	-8.1	2.6	-0.7	-17.3	-0.8	18.2	95.0	2.0	93.7	4.2
O=C(COC(=O)C1CC1)c1c[nH]c2ccccc12	-18.8	5.1	-1.2	-11.1	0.5	-22.8	91.0	8.1	99.3	1.3
O=C(CSCc1ccco1)c1ccc(Cl)s1	-45.0	-3.7	-1.6	-1.4	-3.1	nt	88.4	5.9	87.3	-0.6
CC(=O)Nc1ccccc1OCc1nnc(-c2cccs2)o1	-49.6	-4.1	0.5	-9.0	-0.2	7.4	108.5	7.5	109.4	2.4
O=C(c1cc(-c2cccs2)on1)N1CCCc2ccccc21	11.2	11.8	-0.2	-7.0	-2.7	18.9	96.6	9.7	103.6	3.4
O=C(CCN1CCCCC1)NCNC(=O)CCN1CCCCC1	-8.4	2.2	-1.6	-1.8	0.2	nt	98.2	7.8	101.7	1.8
COc1ccc2[nH]c(=O)c(CNc3ccc(C)c(C)c3)cc2c1	-23.5	13.4	-3.1	-4.0	-4.4	-19.4	68.7	1.4	62.2	2.6
CCOC(=O)c1c(C)[nH]c(C(=O)OCC(=O)Nc2ccc(OC)c(Cl)c2)c1C	-39.3	8.0	0.9	-8.1	-1.9	-15.0	89.6	20.9	94.9	-1.8
CS(=O)(=O)Nc1nnc(SCC(=O)Nc2cccc([N+](=O)[O-])c2)s1	-23.7	-2.1	-4.7	2.3	-1.5	13.7	90.8	36.7	103.8	3.2
O=C(CCSCc1ccc(Cl)cc1)NCCc1ccccc1	-14.7	-4.0	-6.0	2.0	-1.4	nt	92.6	2.4	86.5	7.9
CCOC(=O)c1cccc(NS(=O)(=O)c2c(C)[nH]c(=O)[nH]c2=O)c1	-8.2	3.3	-1.1	-0.9	-1.2	nt	97.1	9.1	96.1	1.6
CC(c1nc2ccccc2o1)N1C(=O)c2ccccc2C1=O (stereo unspecified)	-1.3	-2.3	nt	nt	-1.0	-9.8	90.9	5.6	94.8	0.8
Cc1cc(C)c2c(=O)n(CC(=O)N3CCC(Cc4ccccc4)CC3)sc2n1	-0.3	19.2	-0.6	-15.9	-6.1	0.1	1.4*	10.3	9.2	3.6
COc1cccc(CN2CCN(c3cccc(C(F)(F)F)c3)CC2)c1OC	-47.3	-4.1	nt	nt	1.4	-31.4	78.8	7.2	87.7	2.1
Cc1ccc(/C=N/NC(=O)c2nc3nc(C)cc(C)n3n2)cc1	-36.4	-15.5	1.5	2.5	0.0	nt	101.0	8.9	96.4	0.8
O=C(NC(NCc1ccccc1)C(Cl)(Cl)Cl)c1cccnc1 (stereo unspecified)	-10.6	0.4	nt	-3.3	-3.4	13.9	100.4	14.9	104.1	1.2
COCCN(C(=S)Nc1ccc(OC)cc1)C1CCN(C(C)C)CC1	-33.8	-0.3	-7.0	3.8	-0.6	nt	92.9	9.9	95.4	1.8
COc1ccc(C)cc1NC(=O)C(Sc1nnc2ccccn12)c1ccccc1 (stereo unspecified)	-64.7	0.2	-2.2	0.2	-2.6	-11.3	89.5	13.3	86.1	4.7
O=C(O)CCn1c(=S)oc2ccccc21	-27.4	-1.9	nt	nt	3.1	-6.9	102.8	8.4	99.5	4.3

Some of the entries above, reformatted:
SMILES | BB579 growth dn | GALR2 blocker | Phagocytosis inh | Yeast life ext | MRP-1 activ | E-sel TNF inh | HCT116 bCat-KO | Measles CPE | HCT116 PTEN-null | NPY Y2 blocker
CC(C)(C)c1cc(NC(=O)c2cccnc2)no1 | -6.4 | 10.0 | -1.4 | -9.1 | 0.6 | -24.3 | 102.6 | 19.8 | 98.4 | -1.0
CCOc1ccc(NC(=O)COC(=O)Cn2cnnn2)cc1OCC | 7.8 | 7.2 | -0.6 | -2.0 | -2.9 | -16.2 | 89.4 | 17.6 | 92.0 | -1.0
COc1cc(/C=C2\SC(=N)N(c3ccc4c(c3)OCO4)C2=O)cc(OC)c1O | -22.8 | -0.1 | nt | 0.8 | -1.9 | -2.4 | 77.9 | 22.8 | 89.6 | -0.3
CCOC(=O)c1ccc(NC(=O)Nc2cc(C)on2)cc1 | -8.8 | -1.2 | 3.1 | -28.3 | -1.8 | -12.5 | 86.1 | 29.6 | 81.6 | 3.6
CCn1cc(Br)c(C(=O)Nc2ccc(Cl)c(Cl)c2)n1 | -37.4 | 6.4 | nt | nt | -2.2 | -21.2 | 83.4 | 15.9 | 87.6 | 1.7
O=c1c(Cc2ccc(Cl)cc2Cl)c(O)ccn1Cc1ccc(Cl)cc1 | -33.4 | -3.8 | 1.7 | 2.6 | 2.0 | nt | 98.9 | 6.2 | 98.1 | 2.2
COc1ccc(/C=C/C(=O)NC(=S)Nc2ccc(S(=O)(=O)Nc3ccc(OC)nn3)cc2)cc1 | -24.7 | -3.5 | -1.5 | -2.1 | -0.7 | 19.4 | 95.9 | 21.1 | 101.1 | 1.0
CC(=O)N1CCC(=NNS(=O)(=O)c2cccc([N+](=O)[O-])c2)CC1 | -50.4 | -12.5 | 0.6 | -0.1 | 0.2 | -27.0 | 98.1 | 14.2 | 103.3 | 2.2
Cc1cc(C)n2c(SCc3c(C)noc3C)nnc2n1 | 24.2 | -3.6 | nt | nt | -1.1 | 9.3 | 89.4 | 7.4 | 103.6 | 3.1

Screening data deposited in PubChem BioAssay by several laboratories.
